# IL2 activator: qHTS of IL-2 Activators | IL-2 activation reporter assay, cell-based qHTS; stimulated with anti-CD3/CD4/CD28 beads; in transgenic mouse T cells | activation, % (series mostly up to about 46 µM) | actives 0.065% (n = 360,000) | AID 652025, 2013; in the data active = activation above about 50%; inconclusive = mostly about 30% to 49%; note: 0% is about no effect
#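 Readout: EGFP and DsRed signals by fluorescent plate cytometry. Unstimulated transgenic mouse T cells received compound 60 min before antibody-bead stimulation, then incubated 18 h at 37 degrees C.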
# ATXN viability: Viability Counterscreen for Primary qHTS for Inhibitors of ATXN expression; S2 cells (HEK-293 line with an ATXN2-luciferase reporter) viability, CellTiter-Fluor protease fluorescence, 24 h; Potency, µM (top dose mostly 56.7 µM), actives largely listed as cytotoxic; actives 0.49% (n = 400,000); AID 651635, 2014; note: potency is the fitted concentration of half-maximal effect; nearly all actives have a fitted effect of over 40% in size
# EPAC2 agonist: qHTS for Agonist of cAMP-regulated guanine nucleotide exchange factor 4 (EPAC2): primary screen; Potency, µM (highest dose often 154 µM), for inactives: top-dose activation, hits mostly activators; Rap guanine nucleotide exchange factor 4 (Homo sapiens), Q8WZA2; actives 0.079% (n = 360,000); AID 720711, 2013; EPAC2 activation, biochemical qHTS; response scale: 100% = 6.5 mM cAMP response; note: potency is the fitted concentration of half-maximal effect; nearly all actives have a fitted effect of over 50% in size
# Target sequence (Q8WZA2 whole entry, looked up): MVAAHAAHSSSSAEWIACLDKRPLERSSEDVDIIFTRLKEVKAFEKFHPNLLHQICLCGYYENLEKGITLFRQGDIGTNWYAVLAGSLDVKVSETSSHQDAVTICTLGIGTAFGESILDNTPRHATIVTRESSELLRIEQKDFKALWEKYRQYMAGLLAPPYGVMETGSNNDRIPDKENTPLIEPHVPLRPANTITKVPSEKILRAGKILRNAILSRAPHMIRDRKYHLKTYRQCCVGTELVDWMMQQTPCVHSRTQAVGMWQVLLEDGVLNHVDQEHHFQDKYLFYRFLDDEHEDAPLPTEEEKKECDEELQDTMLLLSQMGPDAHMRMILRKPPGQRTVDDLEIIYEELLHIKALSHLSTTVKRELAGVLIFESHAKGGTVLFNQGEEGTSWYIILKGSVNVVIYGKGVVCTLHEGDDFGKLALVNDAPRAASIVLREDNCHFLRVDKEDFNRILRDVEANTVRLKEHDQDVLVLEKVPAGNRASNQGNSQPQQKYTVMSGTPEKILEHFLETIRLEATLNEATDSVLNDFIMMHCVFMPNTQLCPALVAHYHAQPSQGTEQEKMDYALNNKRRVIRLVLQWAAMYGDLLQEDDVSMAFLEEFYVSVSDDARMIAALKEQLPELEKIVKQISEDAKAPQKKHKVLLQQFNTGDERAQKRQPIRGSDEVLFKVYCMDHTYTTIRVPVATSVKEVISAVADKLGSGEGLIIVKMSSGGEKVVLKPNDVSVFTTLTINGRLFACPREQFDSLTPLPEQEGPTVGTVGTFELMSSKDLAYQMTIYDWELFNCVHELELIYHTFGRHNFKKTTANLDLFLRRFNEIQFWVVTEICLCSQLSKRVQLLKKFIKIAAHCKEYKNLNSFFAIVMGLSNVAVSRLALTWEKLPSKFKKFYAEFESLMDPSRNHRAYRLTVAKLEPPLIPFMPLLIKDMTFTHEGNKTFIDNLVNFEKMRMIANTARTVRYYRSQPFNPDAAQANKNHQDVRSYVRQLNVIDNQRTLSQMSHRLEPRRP
#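 Guanine nucleotide exchange by EPAC2 is measured as reduced fluorescence of BODIPY-GDP once it is released from 250 nM Rap1B. Plates are read kinetically for 30 min at room temperature; results are scaled to 6.5 mM cAMP.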
# A549 tox: Nrf2 qHTS screen for inhibitors: counterscreen for cytotoxicity. AID 504648, 2011. actives 0.16% (n = 390,000). A549 ARE-Fluc cells, CellTiter-Fluor viability, 18-24 h. Potency, µM (highest dose often 46 µM), for the others: at the highest dose activity change, negative = cytotoxicity, hits mostly inhibitors; note: potency is the fitted concentration of half-maximal effect; % is set by controls: 0 for no effect and ±100 for the full control effect
#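 Cytotoxicity counterscreen: CellTiter-Fluor fluorescence was measured in A549 ARE_Fluc cells after 18-24 h of compound exposure in a concentration series. The subsequent BugLite luminescent read reports ARE-luciferase activity.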
# ATXN2 expr inh: Primary qHTS for Inhibitors of ATXN expression; Potency, µM (highest dose often 57 µM), for the others: at the highest dose activity change, negative = inhibition, actives largely listed as inhibitors; HEK-293 ATXN2-luciferase reporter, luminescence, 24 h; actives 0.72% (n = 360,000); note: potency is the fitted concentration of half-maximal effect; % is set by controls: 0 for no effect and ±100 for the full control effect; nearly all actives have a fitted effect of over 55% in size
#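 qHTS (up to 57 uM final) was run with 24 h compound exposure of reporter cells at 37 °C. Each well was multiplexed: SteadyGlo luminescence measured ATXN2-luciferase expression after a fluorogenic Gly-Phe-AFC viability readout (25 uM final).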
# Nrf2 ARE act: qHTS of Nrf2 Activators; AREc32 ARE-luciferase reporter (MCF7-derived line), luminescence, 24 h; Potency, µM (doses to about 46.1 µM), inactives show at the top dose activation, usual class: activators; actives 0.31% (n = 410,000); AID 624171, 2012; note: potency is the fitted concentration of half-maximal effect; % of control where 0% means no effect; nearly all actives have a fitted effect of over 65% in size
#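 ARE activation measured as luciferase luminescence (Steady-Glo, 30 min RT) in AREc32_Fluc cells after 24 hr compound exposure at 37 deg C, 5% CO2; cells seeded overnight at 1000/well in OPTI-MEM, 5% FBS.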
# TGFb inhibitor: qHTS for Inhibitors of TGF-b; Potency, µM (highest dose often 46.1 µM), for the others: at the top dose activity, negative = inhibition, actives largely listed as inhibitors; actives 1.2% (n = 410,000); HepG2 CAGA-GFP TGF-b/SMAD3 reporter, GFP fluorescence, 18 h; TGF-beta stimulated, 500 pg/mL final; note: potency is the fitted concentration of half-maximal effect; % is set by controls: 0 for no effect and ±100 for the full control effect; nearly all actives have a fitted effect of over 65% in size
#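 Per well, imaged GFP fluorescence of HEPG2 CAGA-GFP cells gives the signal; cells get compound, then TGF-beta (500 pg/mL final), 18 h at 37 degrees C; %Activity versus -TGF-beta and +DMSO controls.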
# HepG2 tox: qHTS for Inhibitors of TGF-b: Cytotox Counterscreen. HepG2 CAGA-GFP viability, ATP luminescence, 18 h. Potency, µM (titrated, usually from 46.1 µM), without a hit: top-dose activity change, negative = cytotoxicity, actives largely listed as cytotoxic. actives 0.76% (n = 410,000). AID 588856, 2011; note: potency is the fitted concentration of half-maximal effect; some results filed as inactive show a strong effect at the top dose
#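 HepG2 CAGA-GFP cells (1000/well, DMEM with 1% FBS) received compound, then TGF-beta at 500 pg/mL final, and were incubated 18 hours at 37 degrees C. Viability was read by CellTiter-Glo luminescence. Media-only wells were set as complete cell-killing and DMSO as no toxicity.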
# Nrf2 block: Nrf2 qHTS screen for inhibitors; actives 2.1% (n = 360,000); Potency, µM (highest dose often 46 µM), inactives show top-dose activity change, negative = inhibition, usual class: inhibitors; AID 504444, 2011; A549 ARE-Fluc reporter, luciferase luminescence, 18-24 h; note: potency is the fitted concentration of half-maximal effect; % is set by controls: 0 for no effect and ±100 for the full control effect; nearly all actives have a fitted effect of over 60% in size
#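 A549 ARE_Fluc cells (5000/well, 5% FBS OPTI-MEM) pre-incubated 2 h, then treated with compounds 18-24 h at 37C/5% CO2 in concentration-response. CellTiter-Fluor viability read first; BugLite luciferase luminescence after 15 min at room temperature gives Nrf2 activity.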
# * = called active by the depositor; i = inactive; ? = inconclusive; nt = not tested or not shown; & = joins results of further samples; [ ] = remark or other dose. Unless noted, calls come from the whole dose curve; as a rule, active = well fitted curve in the direction sought with a large enough effect; inconclusive = small, poorly fitted or top-dose-only effect, or another doubt; inactive = no such curve, though single readings can be large; an effect the other way counts as inactive or inconclusive.
SMILES,IL2 activator,ATXN viability,EPAC2 agonist,A549 tox,ATXN2 expr inh,Nrf2 ARE act,TGFb inhibitor,HepG2 tox,Nrf2 block
COc1cccc(NC(=O)CN(C)C(=O)COc2ccccc2Cc2ccccc2)c1,0.5,?,19.1%,6.1%,?,0.4%,-19.9%,-14.1%,-25.9%
CCN(C(=O)CSc1nnc(-c2ccccc2Br)o1)C1CCS(=O)(=O)C1 (configuration not stated),2.2,i,7.7%,-0.1%,-10.4%,2.3%,-4.7%,-29.3%,?
Cc1ccc(C(=O)NCC(=O)NCCc2ccc(S(N)(=O)=O)cc2)s1,0.9,i,1.0%,-0.9%,nt,-0.4%,7.2%,11.3%,12.3%
CCN(CC)c1ccc(/C=N/N2C(=O)c3ccccc3C2=O)cc1,1.3,i,4.6%,0.2%,0.5%,0.7%,-2.2%,1.0%,?
CCC(C(=O)OC(C)C(=O)Nc1ccc(Cl)cn1)c1ccccc1 (configuration not stated),-1.0,i,21.2%,1.2%,1.9%,0.0%,-0.6%,-0.4%,1.2%
CCOc1ccc(Nc2oc(/C=C/c3cc(OC)c(OC)c(OC)c3)nc2C#N)cc1,nt,nt,nt,-14.4%,nt,15.3%,2.0%,-0.1%,-0.8%
CCOc1cc(N2CCOCC2)c(OCC)cc1NC(=O)c1oc2ccccc2c1C,-1.1,i,-0.1%,-0.2%,-20.6%,1.0%,4.1%,-4.1%,2.0%
O=C(O)CCCCCN1C(=O)C(=O)/C(=C(/O)c2ccccc2)C1c1ccccc1 (configuration not stated),-2.3,i,4.0%,-3.3%,-12.5%,-0.1%,-12.2%,-65.3%,-11.2%
Fc1ccc(-c2cn3cc(Cc4ccccc4)sc3n2)cc1,nt,nt,nt,-3.9%,nt,-2.6%,-2.4%,2.6%,?
CSc1ccccc1C(=O)NCCCn1ccnc1,-0.9,i,0.6%,-10.9%,15.2%,-0.1%,-0.4%,7.3%,6.1%
O=C(O)C1C2C=CC(C3CC23)C1C(=O)NCCc1ccccc1 (configuration not stated),1.0,i,17.3%,1.0%,20.4%,2.9%,7.3%,-6.1%,16.2%
CC1=C(C(=O)Nc2ccccc2)C(c2ccncc2)C(C#N)=C(SCC(=O)NC(C)C)N1 (configuration not stated),1.9,?,3.2%,-0.8%,-6.1%,-0.2%,18.0%,7.8%,1.4%
CCC(NC(=O)CCc1c(C)c2cc3c4c(oc3cc2oc1=O)CCCC4)C(=O)O (configuration not stated),-2.1,i,4.0%,13.5%,?,-0.8%,-0.4%,6.0%,?
CCOC(=O)C1CCN(C(c2cc3c(C)ccc(C)c3[nH]c2=O)c2nnnn2C2CCCCC2)CC1 (configuration not stated),1.0,?,-3.6%,0.1%,0.2%,0.3%,-5.1%,3.6%,9.8%
Cc1ccc(N2CC(C(=O)Nc3cc(C)ccc3F)CC2=O)cc1 (configuration not stated),0.3,i,-3.0%,-1.6%,-5.0%,-0.5%,4.6%,-22.3%,2.9%
CCCCCCn1c(=O)[nH]c2nc3cc(N)ccc3nc2c1=O,10.5,i,-29.6%,0.4%,-1.4%,12.4%,110.6%[activator],-1.2%,-0.5%
O=C(Nc1ccc2c(c1)OCO2)c1c(F)cccc1F,3.8,i,10.5%,21.7%,40.7%[activator],0.2%,-6.3%,-12.0%,?
CCc1cc(C(=O)Nc2ccccc2)cs1,-1.7,i,-2.6%,5.0%,69.0%[activator],12.8%,-25.5%,-10.6%,?
COc1ccc(-c2nnc3sc(COc4ccc(C)cc4)nn23)cc1,0.3,i,26.9%,9.6%,-0.9%,-0.1%,0.0%,-5.5%,nt
CCOC(=O)c1c(NC(=O)CC2SC(N)=NC2=O)sc(C)c1C (configuration not stated),-0.5,i,5.2%,3.7%,6.7%,-0.3%,-20.4%,-11.4%,-17.3%
COc1ccc(/C=C(/NC(=O)c2ccccc2)C(=O)NCC2CCCO2)cc1 (configuration not stated),0.9,i,5.7%,-3.4%,-8.1%,-0.6%,3.3%,-37.9%,2.8%
O=C(CCCN1C(=O)CCC1=O)Nc1ccccc1F,-1.0,i,1.0%,-0.9%,3.7%,-0.3%,?,-1.6%,nt
O=[N+]([O-])c1ccc(/C([O-])=C(/C(=S)Nc2ccccc2F)[n+]2ccccc2)cc1,0.3,i,5.1%,0.3%,27.4%,0.3%,0.0%,-9.3%,6.0%
CCN(CC(=O)NCCCN1CCOCC1)S(=O)(=O)c1ccc(F)cc1,0.8,i,-0.3%,-0.4%,-25.0%,-0.2%,-2.2%,7.4%,7.7%
N[C@@H](Cc1ccc(O)cc1)c1nnc([C@H](CC(=O)O)NC(=O)C2CCNCC2)o1,0.6,i,11.0%,6.2%,-2.3%,0.2%,11.8%,5.9%,-12.2%
O=C(Nc1ccc(S(=O)(=O)N2CCC(C(=O)NC3CCCCC3)CC2)cc1)c1ccco1,-1.5,i,-10.4%,1.3%,-3.0%,-0.5%,-11.5%,-12.3%,-2.6%
COc1cccc(CNC(=O)c2ccc(-c3nc(COc4ccccc4)c(C)o3)cc2)c1,nt,i,nt,-7.4%,-23.6%,1.5%,-2.8%,0.1%,?
c1ccc(COc2cccc(-c3cc4nc(NCCCn5ccnc5)ccn4n3)c2)cc1,-0.8,?,4.0%,nt,?,5.8%,?,-43.2%,nt
Cc1ccsc1C(=O)N1CCCC(N(C)Cc2ccccc2)C1 (configuration not stated),0.8,i,4.4%,5.1%,0.4%,2.0%,-9.0%,2.1%,-3.7%
COc1cccc(-c2c(C(=O)N/N=C/C3CC=CCC3)nnn2-c2nonc2N)c1 (configuration not stated),-1.5,i,-6.9%,12.5%,2.5%,0.5%,-1.2%,4.7%,5.3%
CCCCC/C(=N\NC(=O)Nc1ccccc1)c1ccccc1,3.4,i,0.7%,13.1%,-30.6%,3.8%,0.0%,15.5%,-1.3%
CCCn1c(-c2ccc(S(=O)(=O)N3CCOCC3)cc2)csc1=Nc1ccc(OCC)cc1,nt,i,nt,-3.0%,11.7%,-0.3%,-21.7%,-14.8%,?
N#CC1=C(N)Oc2n[nH]c(-c3cccs3)c2C1C1C=CCCC1 (configuration not stated),-0.4,i,15.6%,-7.1%,2.7%,9.7%,-6.4%,-34.1%,?
COc1ccc(NC(=S)Nc2cccc(S(=O)(=O)N3CCCCC3)c2)cc1,6.8,i,6.2%,4.8%,3.4%,2.4%,?,-14.6%,?
Cc1cc(C)nc(/N=C2\NC(=O)CC(C(=O)O)N2c2ccc(Cl)cc2Cl)n1 (configuration not stated),-3.1,i,4.2%,3.2%,-16.0%,-0.1%[9.22 µM],-4.3%,8.5%,-4.6%
COc1cc(-c2noc(C)c2/C=C/c2ccc(N)cc2)cc(OC)c1OC,-0.4,?,4.6%,-14.3%,-5.1%,12.0%,?,-16.1%&-5.2%,?
COc1ccc(-n2c3c(cc(C(=O)N4CCC(C)CC4)c2=O)C(=O)CC(C)(C)C3)cc1,0.7,i,-0.1%,-2.3%,6.3%,0.0%,3.3%,-6.8%,4.0%
O=C(c1ccco1)N1N=C(c2ccco2)CC1c1ccc(Cl)cc1Cl (configuration not stated),-0.8,i,1.8%,?,-10.9%,-0.5%,?,-82.2%,1.5%
O=C(COC(=O)COc1ccc(Cl)cc1Cl)NC1CCS(=O)(=O)C1 (configuration not stated),-0.6,i,7.6%,5.0%,2.2%,0.3%,7.7%,1.1%,-3.7%
Cc1ccc2nc(NC(=O)CSc3nccn3Cc3ccc(F)cc3)sc2c1,nt,i,nt,-4.0%,-20.9%,0.8%,?,-25.9%,nt
COC(=O)c1ccc(OCC(O)CN2CCC(C)CC2)cc1 (configuration not stated),-0.8,i,3.3%,-2.6%,9.1%,-0.5%,-0.7%,2.0%,7.3%
COc1ccc(CCNC(=O)C2CCN(S(=O)(=O)c3cnc[nH]3)CC2)cc1OC,-1.9,i,4.2%,3.7%,7.3%,0.4%,1.1%,-22.8%,10.5%
O=C(N/N=C/c1ccc(Cl)s1)c1ccccc1[N+](=O)[O-],-0.3,i,1.8%,-7.5%,23.3%,6.4%,-20.5%,-17.4%,8.8%
C/C=C(\C)CN1CCC(Oc2cc(C(=O)NC3CC3)ccc2OC)CC1,-0.1,i,13.5%,-7.7%,8.6%,0.3%,1.5%,7.2%,-10.3%
COc1cc(C(=O)OCC(=O)NC2CC2)cc(OC)c1OC,-0.2,i,2.0%,-1.7%,4.0%,-0.4%,6.7%,9.1%,15.4%
CCCOc1cc(N(CC)CC)ccc1/C=C(/C#N)c1nc2ccc(C)cc2[nH]1,5.3,i,9.9%,?,-9.7%,4.5%,132.0%[activator],-14.2%,-16.2%
CCN(CC)c1ccc(-n2c(O)c(C=C3N=c4ccccc4=N3)sc2=S)cc1,0.4,i,0.9%,2.3%,-1.1%,-0.6%[9.22 µM],-9.2%,-1.1%,2.6%
CC[Si](CC)(CC)O[C@H]([C@@H](C)COCOC)[C@@H](C)COCc1ccc(OC)cc1,nt,nt,nt,2.3%,nt,nt,-4.3%,1.5%,15.5%
CCOC(=O)C1CCN(c2ccccc2CN2CCN(c3ccccc3OCC)CC2)CC1,-4.5,i,15.2%,-21.2%,4.1%,-0.6%,7.1%,8.0%,-16.1%
CC(=O)Oc1ccccc1C(=O)O,0.3,i,0.2%,-2.5%,0.2%&8.6%&6.6%,0.5%,7.1%,-1.3%,6.5%

# From PubChem
